NS5 inhibitors = Dengue-2 NS5 methyltransferase inhibitors, primary screen, biochemical, confirmation dose response (AID 588689) | actives 0.3% (n = 340,000) | Dengue-2 NS5 methyltransferase capping enzyme assay, biochemical; higher % means a stronger effect | one-dose inhibition, % at 25 µM; IC50 in µM for titrated hits; in the data active means a potency from the dose series; inconclusive means inhibition above about 29% without an active follow-up result
West Nile virus CPE = inhibition of WNV-induced cytopathic effect – cell-based, CPE readout (AID 1621); CPE inhibition, % at 10 µM, or IC50 in µM where a hit was titrated; actives 0.02% (n = 290,000); West Nile virus-infected cells, CPE inhibition; higher % means a stronger effect; in the data active means a potency from the dose series; inconclusive means CPE inhibition mostly from about 3.7% at the one dose, without a potency; inactive means the rest, 99 in 100 with CPE inhibition below about 2.2%; further: strong numbers were not always called active
PhoP inhibition = PhoP-dependent GFP reporter repression – Salmonella Typhimurium, primary screen (AID 1863); S. Typhimurium PhoP-regulated promoter GFP reporter, 4 h; higher % means a stronger effect; inhibition, % at 50 µM; hits with a dose series show IC50 in µM; actives 0.16% (n = 300,000);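 active means inhibition over 29.93%, a cutoff 3 SD above the screen mean, later confirmed by dose response; inconclusive means inhibition over 29.93% but no dose response follow-up; inactive means inhibition at most 29.93% or unconfirmed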;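 further: 0% = low Mg2+ inducing control and 100% = high Mg2+ repressing control; strong numbers were not always called active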
Rac1 GTP hydrolysis = MgcRacGAP GTPase-activating activity inhibitors, confirmation, biochemical, ADP Hunter fluorescence | inhibition, % at 30 µM, or IC50 in µM where a hit was titrated | MgcRacGAP-stimulated Rac1 GTP hydrolysis, ADP Hunter fluorescence; higher % means a stronger effect; GST-tagged Rac1 F28L mutant substrate | actives 0.6% (n = 340,000);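 active means first-screen hits whose inhibition reached a set limit at any dose in the follow-up dose series; inconclusive means inhibition above the set first-screen limit but never retested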;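 further: fluorescence reports GDP produced by GAP-driven GTP hydrolysis; strong numbers were not always called active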
T cell modulator = T cell immune modulators affecting CD8 T cell-vesicle binding; calls only at 7 µM; AID 2052; 2C CD8+ T cell-vesicle binding, flow cytometry; stronger effect = lower value; actives 0.068% (n = 330,000);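 active means response, share of CD8 T cells binding vesicles, and their 90th percentile fluorescence all below set limits, cut at about 80% in these data, passing the limit was not always enough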
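Benchmarks: naked versus QL9-loaded vesicles / Assay system: purified 2C TCR transgenic mouse naive CD8+ T cells / Technique: high-throughput flow cytometry with anti-B7-1 and anti-CD8 staining / Timing: Cell–vesicle co-incubation 1.5 h at 37 °C, staining 20 min on ice / Read-out: percent CD8+ FL2 mean versus row control / Probe or stimulus: QL9-loaded Drosophila micro-vesicles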
UTI89 phage lysis = protection from phage-mediated lysis, alamar blue read-out – E. coli UTI89, K1F phage, bacterial capsule biogenesis inhibitors (AID 488966) | E. coli UTI89 K1F phage lysis, alamar blue, 2 h; higher % means a stronger effect | inhibition, % at 100 µM, or IC50 in µM where a hit was titrated | actives 0.02% (n = 340,000);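 active means phage lysis inhibition, versus mean bacterial control, above a set limit; inconclusive means no clear call, values can overlap the other calls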;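 further: capsule biogenesis inhibitors block K1F phage lysis so surviving cells raise fluorescence; higher fluorescence means more inhibition of phage lysis; actives were called in the ten point dose series up to 300 µM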
SV40 large T antigen = TAg ATPase/helicase activity blockers – biochemical (AID 1903); inhibition, % at 20 µM; hits with a dose series show IC50 in µM; SV40 large T antigen ATPase/helicase inhibition assay; higher % means a stronger effect; actives 0.39% (n = 310,000); in the data active means a potency from the dose series; inconclusive means inhibition mostly from about 32% at the one dose, without a potency; inactive means the rest, 99 in 100 with inhibition below about 32%; further: strong numbers were not always called active
NTR1 ag = NTR1-driven beta-arrestin-GFP spot formation – imaging, U2OS cells, high content, primary screen (AID 493036) | agonist mode | activation, % at 20 µM | actives 0.17% (n = 330,000);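 active means activation at or above 40% of the spot to cytoplasm intensity ratio, with at least 20 cells analyzed; inconclusive means wells under 20 cells, flagged as cytotoxic or low count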;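 further: 0% = DMSO without peptide and 100% = 100 nM NTR1 peptide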
Target sequence (P30989 whole entry, looked up): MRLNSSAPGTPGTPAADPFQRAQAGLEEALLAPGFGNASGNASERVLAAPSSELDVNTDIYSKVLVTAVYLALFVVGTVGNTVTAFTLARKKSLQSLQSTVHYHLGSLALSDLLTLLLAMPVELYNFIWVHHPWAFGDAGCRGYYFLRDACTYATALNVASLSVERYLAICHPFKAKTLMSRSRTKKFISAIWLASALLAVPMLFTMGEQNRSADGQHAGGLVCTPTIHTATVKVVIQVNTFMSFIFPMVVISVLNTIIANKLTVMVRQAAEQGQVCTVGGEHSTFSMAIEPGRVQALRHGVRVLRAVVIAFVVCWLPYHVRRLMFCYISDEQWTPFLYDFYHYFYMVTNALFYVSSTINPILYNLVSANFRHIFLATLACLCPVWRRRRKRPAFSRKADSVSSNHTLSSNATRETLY
RSV CPE inhibition = RSV antiviral activity via CPE protection, HEp-2 cells, primary 10 µM value included (AID 2391); HEp-2 cells, RSV-induced CPE inhibition; higher % means a stronger effect; CPE inhibition, % at 10 µM, or IC50 in µM where a hit was titrated; actives 0.13% (n = 310,000); in the data active means a potency from the dose series; inconclusive means CPE inhibition mostly from about 23% at the one dose, without a potency; inactive means the rest, 99 in 100 with CPE inhibition below about 21%; further: strong numbers were not always called active
T cell modulator vesicle-bound % = also measured in T cell modulator; calls as there; double positive events, %; measured here: CD8+ vesicle-bound cell fraction;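 binding gate set so that unloaded-vesicle control wells show 10% double positive cells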
NTR1 ag cell count 20 µM = further read-out of NTR1 ag, marked with its call; cell count; measured here: cell count, cytotoxicity flag
NS5 inhibitors pilot replicate = recorded beside NS5 inhibitors, whose call it bears; inhibition, %; measured here: pilot screen replicate inhibition
* hit, by the source's call; i = inactive; ? = inconclusive; nt = no result given; [ ] = remark or other dose. Not a hit list. About 1.5% of those tested had a hit in this group.

SMILES	NS5 inhibitors	West Nile virus CPE	PhoP inhibition	Rac1 GTP hydrolysis	T cell modulator	T cell modulator vesicle-bound %	UTI89 phage lysis	SV40 large T antigen	NTR1 ag	NTR1 ag cell count 20 µM	RSV CPE inhibition	others
C=CCNC(=S)N/N=C/c1ccc(C(F)(F)F)cc1	-2%	-1.6%	-4%	7%	i	36	-0.1%	11%	3.4	43	-1.4%
C(=C\n1nnc2ccccc21)/c1ccc[nH]1	-10%	nt	7%	10%	i	10	-1.4%	22%	4.4	74	-1.5%
O=c1[nH]c(SCc2n[nH]c(=S)n2-c2ccccc2)nc2sc3c(c12)CCC3	-4%	-0.4%	2%	8%	i	10	-1.2%	4%	-1.3	76	-1.8%
COc1ccc(S(=O)(=O)Nc2ccc(-n3cnnn3)cc2)cc1[N+](=O)[O-]	3%	nt	nt	8%	i	24	0.2%[50 µM]	nt	2.6	64	1.9%
Cc1cc(C)c(NC(=S)NC(NC(=O)c2ccccc2)C(Cl)(Cl)Cl)c(C)c1 (stereo not given)	-2%	-2.0%	-5%	0%	i	34	0.3%	5%	8.8	56	6.1%
O=S1(=O)NC[C@]23C[C@H](c4ccc(F)cc4)[C@@H](C[C@@H]21)O3	2%	0.2%	-4%	5%	i	30	-1.6%	18%	-4.1	58	0.7%
Nc1ccc2oc(C3CCCCC3)nc2c1	0%	1.2%	-2%	-1%	i	23	0.7%	10%	2.7	65	1.2%
CN1CCC(=O)N([C@H](COc2ccccc2)Cc2ccccc2)CC1	-5%	-0.2%	-5%	5%	i	56	0.2%	9%	1.2	57	-0.5%
O=C(Nc1ccc2c(c1)OCO2)c1cnc2n(c1=O)CCS2	-1%	0.2%	6%	3%	i	46	6.9%	9%	3.8	71	-0.1%
Cc1cccc(C)c1NC(=S)N1CCCCCC1	-5%	-0.4%	1%	5%	i	42	-1.1%	10%	0.1	48	1.0%
O=C(O)CSCCn1cccn1	-6%	0.0%	2%	2%	i	28	0.2%	14%	-1.8	93	0.2%
CCOC(=O)c1ccccc1NC(=O)Nc1ccc(OC)c(OC)c1	5%	0.9%	-3%	4%	i	37	2.1%	11%	3.1	86	-0.8%
O=C(NCCc1ccccc1)C(=O)NCC1OCCCN1S(=O)(=O)c1cccs1 (stereo not given)	7%	-1.4%	-2%	4%	i	14	-0.4%[50 µM]	8%	0.9	62	0.8%
CN(C)c1ccc(Nc2c3c4c(cccc4n(C)c2=O)C(=O)c2ccccc2-3)cc1	?	0.2%	-9%	?	i	35	4.8%	13%	nt	nt	0.4%
NS(=O)(=O)c1cccc(NC(=O)CSc2n[nH]c(-c3cccs3)n2)c1	-5%	nt	nt	6%	i	36	0.3%[50 µM]	nt	-0.5	38	1.4%
COc1ccc(-c2cc(C(F)(F)F)nc(SCC(=O)NCc3cccs3)n2)cc1OC	4%	-1.0%	1%	8%	i	18	2.6%[50 µM]	3%	1.3	71	2.7%
O=C(NCCN1CCOCC1)C1CCN(S(=O)(=O)N2CCCC2)CC1	-14%	0.2%	-2%	1%	i	24	0.3%	23%	-0.1	26	-0.5%
NS(=O)(=O)c1ccc(CNS(=O)(=O)c2ccc3ccccc3c2)cc1	-4%	-0.4%	0%	8%	i	66	-0.2%	9%	0.4	59	2.4%
COc1ccc(N=C2C(=O)Nc3ccccc32)cc1	-6%	1.3%	-19%	6%	i	40	-4.1%	6%	1.5	89	nt
CCc1cccc(C)c1NC(=O)CCCSc1nc2ccccc2s1	3%	-1.5%	-8%	4%	i	36	0.5%	3%	5.3	38	2.8%
Cc1cc(NC(=O)c2cc(-c3ccccc3)on2)no1	-3%	-0.5%	-1%	5%	i	22	0.4%	28%	-0.3	92	1.0%
COc1cc(CN2CCC(CO)(Cc3cccc(C(F)(F)F)c3)CC2)ccc1F	-4%	-1.4%	0%	12%	i	20	0.5%	15%	2.3	55	-2.4%
O=C(NCCCN1CCCC1=O)C1CCC(CNS(=O)(=O)c2ccc(Cl)cc2)CC1 (stereo not given)	-4%	1.3%	-6%	-3%	i	12	0.1%	6%	-0.6	40	-0.6%
CC(=O)Nc1ccc(S(=O)(=O)NC(C(=O)O)C(C)C)cc1 (stereo not given)	2%	0.3%	nt	-2%	i	33	-0.8%	nt	-0.6	59	1.7%
O=C(CNC(=O)c1cccc(Cl)c1)N/N=C/C=C/c1ccccc1	-11%	-0.6%	-21%	-2%	i	44	2.7%	5%	0.1	44	-0.1%
Cc1ccc(NS(=O)(=O)c2ccc3c(c2)NC(=O)CCS3)c(C)c1	2%	-0.9%	-6%	5%	i	18	-0.1%	20%	2.8	82	-0.7%
CN(CC(=O)NCC(=O)Nc1ccc(F)c(F)c1F)C1CCS(=O)(=O)C1 (stereo not given)	6%	nt	nt	2%	i	21	0.5%[50 µM]	nt	0.3	59	nt
Cc1ccc(S(=O)(=O)N2CCN(C(=O)c3ccc(-n4cncn4)c([N+](=O)[O-])c3)CC2)cc1	-6%	nt	7%	6%	i	48	0.1%[50 µM]	5%	1.0	35	-0.4%
CCCCOP(=O)(c1ccc(N(C)C)cc1)C(O)c1ccc(OC)c(OC)c1 (stereo not given)	-2%	-0.5%	-4%	-2%	i	9	-1.2%	0%	1.9	47	2.3%
NS(=O)(=O)c1cccc(NC(=O)CSc2nnnn2-c2ccccc2)c1	-6%	0.0%	5%	8%	i	53	0.4%	2%	-0.4	70	2.2%
O=C(CCl)Nc1ccccc1C(=O)c1ccccc1	-8%	0.0%	-2%	-27%	i	10	0.6%	5%	3.6	46	1.6%
N#C/C(=C1\C(=O)Nc2c(Cl)cc(Cl)cc21)c1nnc2n1CCCCC2	20%	0.2%	-8%	18%	i	17	0.6%	33%	-0.2	105	1.0%
O=C(C[C@@H]1C/C=C\CCC(=O)OC[C@H](Cc2ccccc2)NC1=O)N[C@@H](CO)Cc1ccccc1	2%	nt	nt	9%	i	55	?	nt	-1.0	57	nt
Cc1ccc(OCC(=O)Nc2nnn(C)n2)c(C)c1	-4%	0.3%	28%	4%	i	42	0.2%	14%	0.5	85	2.6%
COC(=O)C1=C(N)Oc2cc(N(C)C)ccc2C1c1ccccc1OC (stereo not given)	0%	?	-2%	8%	i	40	-1.7%	16%	1.5	87	0.3%
CC(C)(C)c1ccc(NC(=O)CSc2n[nH]c(=O)n2-c2cccnc2)cc1	-14%	-0.9%	-11%	6%	i	3	-1.9%[50 µM]	-2%	-0.4	55	0.4%
CCN(CC)S(=O)(=O)c1ccc2c(c1)nc(CCC(=O)Nc1ccccc1Cc1ccccc1)n2CC	-4%	-0.7%	-18%	2%	i	9	4.0%	6%	3.7	41	2.8%
COC(=O)CSc1nc2ccccn2c(=O)c1C=O	-2%	-0.6%	-3%	-12%	i	2	-1.3%	6%	2.7	38	0.4%
Cc1nn(CCCC(=O)Nc2cc(Oc3ccc(F)cc3)cc([N+](=O)[O-])c2)c(C)c1[N+](=O)[O-]	1%	-2.1%	6%	8%	i	48	0.5%[50 µM]	4%	12	75	12%
O=c1[nH]cnc2[nH]ncc12	2%	0.1%	8%	2%	nt	nt	-2.3%	3%	0.6	77	3.5%

Brought forward from above: two entries, then new ones.
SMILES	NS5 inhibitors	West Nile virus CPE	PhoP inhibition	Rac1 GTP hydrolysis	T cell modulator	T cell modulator vesicle-bound %	UTI89 phage lysis	SV40 large T antigen	NTR1 ag	NTR1 ag cell count 20 µM	RSV CPE inhibition	others
Cc1nn(CCCC(=O)Nc2cc(Oc3ccc(F)cc3)cc([N+](=O)[O-])c2)c(C)c1[N+](=O)[O-]	1%	-2.1%	6%	8%	i	48	0.5%[50 µM]	4%	12	75	12%
O=c1[nH]cnc2[nH]ncc12	2%	0.1%	8%	2%	nt	nt	-2.3%	3%	0.6	77	3.5%
COc1ccc(C(=O)Nc2ccc(Nc3ccccc3)cc2)cc1OC	-4%	-0.1%	-4%	15%	i	50	0.8%	10%	0.6	67	0.2%
Cn1c(=O)c2c(nc(N3CCCCC3)n2CCSc2nc3ccccc3s2)n(C)c1=O	-4%	0.7%	-2%	-3%	i	53	-0.2%	11%	8.5	81	5.9%	NS5 inhibitors pilot replicate=-6.8
Cc1ccc(NC(=O)CSCC(=O)NC2(C)CCS(=O)(=O)C2)cc1 (stereo not given)	-4%	nt	nt	7%	i	38	1.5%[50 µM]	nt	2.6	67	1.2%
COc1ccc(C2CCCN2C(=S)Nc2ccc(C)cc2Cl)cc1OC (stereo not given)	1%	-1.0%	-2%	5%	i	41	0.2%	10%	0.3	46	8.0%
COc1ccccc1OCCNC(=O)c1cc(C2CC2)nc2c1cnn2C(C)C	-7%	nt	nt	3%	i	34	0.3%[50 µM]	nt	3.2	56	0.0%
CSc1nsc(SCC(=O)Nc2ccccc2C(=O)O)n1	-8%	0.3%	0%	12%	i	50	0.2%	15%	4.8	41	1.7%
CCOC(=O)N1CC=C2C(C#N)=C(N)C(C#N)(C#N)[C@H](c3ccsc3)[C@H]2C1	4%	1.1%	-14%	8%	i	32	1.2%	12%	3.7	75	0.2%
O=C(COC(=O)/C=C/c1ccc([N+](=O)[O-])cc1)NCc1ccco1	-6%	0.1%	-8%	4%	i	26	0.0%	1%	2.7	61	3.0%
CCOc1ccc(-c2nnc(-c3cccs3)o2)cc1OCC	-11%	-0.2%	2%	7%	i	7	0.0%	8%	3.2	79	0.6%
C[C@H](CO)N1C[C@H](C)[C@@H](CN(C)S(=O)(=O)c2ccccc2)Oc2c(NC(=O)Nc3ccc4c(c3)OCO4)cccc2C1=O	-19%	nt	nt	1%	i	10	0.4%	nt	5.6	47	nt	NS5 inhibitors pilot replicate=-22
CSc1nc(-c2ccco2)nn1S(=O)(=O)c1ccc(C)cc1	-6%	-0.6%	-9%	-4%	i	66	2.3%	0%	-2.8	52	1.1%
CC1=CC2=NC(=O)/C(=C\c3cccn3CCOc3ccccc3C)C(=N)N2O1	-4%	-0.5%	-2%	0%	i	32	-0.3%	6%	2.9	60	7.8%
O=C(c1ccco1)N1CCN(C(=O)c2cccc3c2C(=O)N(C2CCCCC2)C3)CC1	-5%	-0.2%	1%	7%	i	42	3.5%	9%	-1.8	57	0.7%
CCOc1cc(/C=N/n2c(C)nnc2C)ccc1O	2%	-0.1%	-6%	103µM*	i	38	0.3%	27%	-0.4	55	-1.4%

Bioassay records from PubChem BioAssay.
